From PubChem BioAssay
eLon inh – inhibits E. coli Lon protease; P0A9M0; inhibition, % at 7.94 µM; 360,000 compounds, 0.42% hits; AID 602123; purified E. coli Lon protease, fluorescence polarization; in the data active = inhibition above about 13%, passing the limit was not always enough;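 also: 0% = enzyme with probe and DMSO and 100% = no enzyme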
SKN-1 block – inhibitors of C. elegans SKN-1; C. elegans VP596 Pgst-4::GFP/RFP ratio, acrylamide-induced, 24 h; inhibition, % at 21.8 µM; 360,000 compounds, 0.49% hits; AID 624304;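 active = interference check ratio from 0.5 to 1.5 plus GFP to RFP signal ratio inhibition reaching or exceeding a fixed threshold, cut at about 30% in these data, passing the limit was not always enough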; also: some compounds called inactive have numbers as strong as hits
bovine MsrA act – activators of bovine methionine sulfoxide reductase A | 360,000 compounds, 0.3% hits | activation, % at 10.6 µM | purified bovine MsrA, absorbance read-out; in the data active = activation above about 7.5%;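 also: 0% = vehicle and 100% = reference activator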
CendR NRP1 mod – modulators of CendR peptide binding to human neuropilin-1; 360,000 compounds, 0.85% hits; inhibition, % at 25 µM; FAM-RPARPAR peptide binding to NRP-1, fluorescence polarization; AID 602438; O14786;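 active = inhibition or corrected inhibition above about 18%, plus a signal ratio from 0.5 to 1.5, limit read from the data, passing the limit was not always enough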; also: strong numbers were not always called active
FAS TE block – FAS thioesterase (human) inhibition; P49327; recombinant FAS-TE, OMFH fluorogenic substrate, fluorescence endpoint; inhibition, % at 15 µM; 360,000 compounds, 0.67% hits;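 active = compounds whose normalised, plate-corrected inhibition of enzyme fluorescence in the single-dose primary screen is 50% or more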;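 also: 0% = DMSO with enzyme and 100% = substrate without enzyme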
MsrA inhibitor – bovine MsrA inhibition | inhibition, % at 15.5 µM | purified bovine MsrA, absorbance read-out | 360,000 compounds, 0.75% hits; in the data active = inhibition above about 4.5%;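 also: 0% = vehicle wells with enzyme and 100% = reference inhibitor wells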
MT1-MMP act inh – inhibitors of human MT1-MMP activation | GFP/RFP ratio change, % at 20 µM | 360,000 compounds, 0.061% hits | HT1080 RFP-PRO-GFP cells, GFP/RFP ratio fluorescence, overnight; percent of plate control window, DMSO zero | P50281;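 active = GFP/RFP ratio change of at least 30% with cell ATP level not reduced by more than half and red fluorescence within 50% of control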; also: strong numbers were not always called active
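Assay system: HT1080 RFP-PRO-GFP cells. Benchmarks: DMSO vehicle wells and RFP-L50D-GFP reporter cell wells. Times: overnight cell settling, then overnight compound exposure, 37 °C, 5% CO2. Compound: 20 µM single dose, 1% DMSO. Read-out basis: GFP/RFP fluorescence ratio.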
PABP1 MLLE inh – blocks PAM2 peptide binding to the PABP1 MLLE domain; AID 588489; 360,000 compounds, 0.36% hits; inhibition, % at 20 µM; GST-MLLE / FITC-PAM2 fluorescence polarization; P11940; in the data active = inhibition above about 35%, passing the limit was not always enough;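 also: plate controls were DMSO wells with GST-MLLE for no effect and wells lacking GST-MLLE protein for full effect; some results filed as inactive read as strong as hits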
Target sequence (P11940 whole entry, looked up, the tested form may be a part): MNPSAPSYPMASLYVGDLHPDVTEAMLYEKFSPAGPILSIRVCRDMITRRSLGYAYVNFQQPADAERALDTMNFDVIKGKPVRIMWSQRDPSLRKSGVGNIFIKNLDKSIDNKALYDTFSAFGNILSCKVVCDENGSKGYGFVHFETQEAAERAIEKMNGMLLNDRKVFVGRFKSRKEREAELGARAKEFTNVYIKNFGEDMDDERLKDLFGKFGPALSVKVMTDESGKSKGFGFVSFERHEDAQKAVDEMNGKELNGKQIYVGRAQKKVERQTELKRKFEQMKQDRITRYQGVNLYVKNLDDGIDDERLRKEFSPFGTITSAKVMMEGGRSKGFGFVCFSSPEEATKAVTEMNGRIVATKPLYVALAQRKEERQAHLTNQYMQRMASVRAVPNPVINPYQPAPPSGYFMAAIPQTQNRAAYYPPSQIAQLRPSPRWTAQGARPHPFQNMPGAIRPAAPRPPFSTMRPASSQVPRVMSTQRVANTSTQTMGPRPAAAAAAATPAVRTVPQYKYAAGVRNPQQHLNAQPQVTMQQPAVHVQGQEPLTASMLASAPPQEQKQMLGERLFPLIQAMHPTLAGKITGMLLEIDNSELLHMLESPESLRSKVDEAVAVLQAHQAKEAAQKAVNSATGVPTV
Tb MetRS inh – blocks T. brucei methionyl-tRNA synthetase activity | 360,000 compounds, 0.4% hits | inhibition, % at 11.9 µM | purified T. brucei MetRS, ATP depletion, Kinase-Glo luminescence;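 active = inhibition above a per-plate cutoff of the control wells' mean inhibition plus 3 SD, cut at about 5.5% in these data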;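 also: 0% = DMSO wells median and 100% = median of wells with control inhibitor compound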
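Assay system: T. brucei methionyl-tRNA synthetase, purified | Medium: HEPES buffer with MgCl2, KCl, DTT, spermine, BSA, pyrophosphatase | Compound: 11.9 µM single point | Incubation: 15 min enzyme-compound preincubation, 2 h reaction, 10 min detection, 25 °C | Measured by: Kinase-Glo luciferase luminescence reporting remaining unconsumed ATP | Measure: % inhibition normalized to control-well medians | Replication: Singlicate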
* marks the source's active call; other numbers are inactive results; . = not tested or not shown.

SMILES,CendR NRP1 mod,FAS TE block,MT1-MMP act inh,SKN-1 block,eLon inh,bovine MsrA act,MsrA inhibitor,Tb MetRS inh,PABP1 MLLE inh
CC(C)CC(NC(=O)CCC(=O)OCC(=O)[C@@]1(O)CCC2[C@@H]3CCC4=CC(=O)C=C[C@]4(C)C3[C@@H](O)C[C@@]21C)C(=O)O (stereo partly drawn),1,-2,1,-2,-6,-3,2.2,0.4,10
CC(C)OC(=O)C1C(=O)CC(C)(O)C(C(=O)OC(C)C)C1c1cccc([N+](=O)[O-])c1 (stereo not drawn),9,-6,-3,4,-4,-4,-1.8,-0.6,-4
CSc1nc(Cl)c(Br)c(Nc2c[nH]c(=O)[nH]c2=O)n1,7,6,-5,0,-2,-8,0.4,-0.3,-6
Cc1c(S(=O)(=O)N2CCc3ccccc3C2)c(=O)n(C)c(=O)n1C,-10,-4,-1,-10,-10,-10,0.1,-0.9,8
CN(CC(=O)Nc1ccc(Cl)cc1)S(=O)(=O)c1cccc2cccnc12,2,2,1,0,-8,-3,1.6,0.9,2
COC(=O)[C@@H](NC(=O)c1ccccc1OC1CCN(S(C)(=O)=O)CC1)C(C)C,5,-2,-2,6,1,-9,1.6,-1.8,0
CCc1nn(CC(=O)NCCN2CCOCC2)c(=O)c2cc3c(OC)cccc3n12,1,-6,-4,4,-8,-11,2.6,-0.6,3
CCOC(=O)N1CCN(C(=O)CSc2ccc3nnc(CCNC(=O)c4ccc(OC)cc4)n3n2)CC1,-8,-1,-1,-1,2,-1,0.1,0.3,1
O=C(COC(=O)c1n[nH]c(=O)c2ccccc12)c1ccc(Cl)cc1,0,-3,0,15,-4,-7,-0.4,-0.8,2
Cc1ccc(NC(=O)C2(S(=O)(=O)c3ccc(C)cc3)CC2)cc1,-20,2,4,-8,11,-2,.,0.2,-4
CC(=O)c1cc(-c2ccccc2)n(CCC(=O)NC2CCCC2)c1C,-5,-5,0,11,0,-2,0.2,0.1,0
O=C(c1ccc(-c2cccc(C(F)(F)F)c2)o1)N1CCCCCCC1,3,18,-1,-3,3,-3,-0.9,0.0,10
CCN(C[C@H]1N[C@@](CC)(C(=O)OC)[C@H]2C(=O)N(Cc3ccccc3)C(=O)[C@@H]12)C(=O)c1ccccc1,-10,-10,1,12,-13,0,-1.0,-1.5,-4
COc1ccc(C(C)(C)C)cc1NC(=O)COC(=O)c1ccc([N+](=O)[O-])o1,-9,-8,0,-4,0,-7,1.4,-0.4,3
O=c1c(-c2ccccc2)[n+]([O-])c2ccccc2n1O,9,-10,-8,-11,5,-3,0.3,-0.5,3
c1ccc(-c2ccc(-c3ccccc3)[nH]2)cc1,0,25,-2,13,-11,-5,1.6,-0.4,-14
Cc1cc(C)c2c(c1)/C(=N/NC(=O)c1cc(C)oc1C)CCC2,12,-8,4,11,10,-7,1.8,-0.3,25
COc1ccc(CCNC(=O)/C(C#N)=C/c2ccc(OCC(=O)NCC3CCCO3)cc2)cc1OC (stereo not drawn),7,-4,-8,9,-7,-4,2.2,-0.9,13
COc1ccc(C(=O)Nc2ccc(CN3CCCCC3)cc2)cc1,14,-1,2,7,-3,-3,0.9,-0.5,5
Cn1c(=O)c2c(nc(NCc3ccco3)n2Cc2ccccc2Cl)n(C)c1=O,8,-5,1,-1,-3,-1,0.1,-0.2,5

Remaining list, next part
SMILES,CendR NRP1 mod,FAS TE block,MT1-MMP act inh,SKN-1 block,eLon inh,bovine MsrA act,MsrA inhibitor,Tb MetRS inh,PABP1 MLLE inh
Cc1cccc(C)c1NC(=O)CN(C)C(=O)c1cccc(-n2cccc2)c1,-9,-3,4,-7,-10,1,-1.1,-0.1,-9
COc1cc(C(=O)NC2CCN(C)CC2)ccc1Nc1ncc2c(n1)N(CCc1ccccc1)CCC(=O)N2C,11,-2,20,5,2,-3,0.3,-0.5,5
O=C(O)CCCC(=O)Nc1ccc(C(=O)N2CCCCC2)c(Cl)c1,-6,-2,8,15,-1,0,2.1,-0.2,-5
N#CCC(=O)N/N=C/c1ccc(Sc2nc3ccccc3s2)o1,-40,-4,-6,20,-2,-6,0.9,-1.5,-2
Cc1cccc(-c2noc(-c3ccccc3C(=O)NCC3CCCO3)n2)c1 (stereo not drawn),-5,-4,2,18,-12,-5,-0.8,-1.1,-9
CC(C)(C)c1cc[n+](-c2nc([O-])sc2C=O)cc1,10,-6,-2,-1,0,-6,3.9,-0.5,21
CCSc1nc(N)nc(-c2cccs2)c1C#N,2,12,-3,24,-1,-5,1.6,-0.4,-1
C=CCNC(=S)NNc1ncnc2sc3c(c12)CC(C)(C)OC3,-12,8,4,7,6,0,0.1,-0.5,8
NS(=O)(=O)c1ccc(NC(=O)CCC(=O)N2CCOCC2)cc1,-2,-4,3,-10,0,-3,0.1,-0.4,-8
CCCCCc1ccc(CC(=O)Nn2c(C)nc3ccccc3c2=O)cc1,-3,15,13,0,5,-12,0.1,-1.4,-5
CSCCC(NS(=O)(=O)c1ccccc1F)C(=O)NCC(c1ccco1)N(C)C (stereo not drawn),4,-1,1,0,-1,-4,0.5,-0.1,-4
O=C(CCCCn1c(=O)c2ccccc2n(CC(=O)NC2CCCC2)c1=O)NC1CCCC1,-7,-3,1,7,-9,-4,0.3,0.1,0
C[C@H](c1ccccc1)N1C[C@@H](COCc2ccccc2)Oc2cc(N3CC[C@H](N(C)C)C3)ccc2S1(=O)=O,-3,16,-6,-8,-6,-4,0.1,-0.4,.
CC(Sc1nnc2ccccn12)C(=O)Nc1ccc2c(c1)OCO2 (stereo not drawn),-8,-7,2,3,1,-8,0.2,-0.3,-1
CCS(=O)(=O)N1CCC(C(=O)Oc2ccccc2)CC1,-20,-3,1,3,4,-2,1.1,-0.4,-3
CC(C)(C)NC(=O)C(c1cccnc1)N(C(=O)c1csnn1)c1ccccc1 (stereo not drawn),8,-5,2,8,-3,-2,-0.3,-0.3,13
CCOC(=O)c1sc(NC(=O)Nc2ccccc2Cl)cc1C,1,25,0,1,11,-2,-0.9,-0.9,9
CC(C)(C)c1ccc(Oc2ccc(NC(=O)c3cccs3)cn2)cc1,12,22,-3,-4,13,-9,-1.4,-0.9,5
CC(C)OC(=O)/C(=C/c1ccc2c(c1)c1ccccc1n2C)NC(=O)c1ccccc1,1,29,-1,5,-6,-13,4.8*,-1.4,6
CC(C)Cc1ccc(S(=O)(=O)Nc2ccc3[nH]c(=O)[nH]c3c2)cc1,1,14,0,9,-2,-4,0.1,0.6,-5

The list goes on:
SMILES,CendR NRP1 mod,FAS TE block,MT1-MMP act inh,SKN-1 block,eLon inh,bovine MsrA act,MsrA inhibitor,Tb MetRS inh,PABP1 MLLE inh
CCOC(=O)N1CCN(c2c(NCC3CCN(Cc4cccc(C)c4)CC3)c(=O)c2=O)CC1,-7,-7,-3,-3,4,-1,-1.0,-0.5,3
O=C1NC2(C=Cc3c(ccc4ccccc34)O2)Oc2ccccc21 (stereo not drawn),-1,7,2,23,0,-6,.,-0.3,-1
O=C(Oc1cccc2ccccc12)c1ccncc1,13,-2,-3,-5,4,-5,-0.3,-1.9,-12
COC(=O)c1ccc(CNC(=O)Cn2nnnc2CN(C)C(C)C)cc1,-5,-2,2,-6,-5,-7,-0.4,-0.5,-2
CCOC(=O)Cn1cnc2c(C#N)c3n(c2c1=O)CCCCC3,-2,-6,-1,28,-8,-6,-0.4,-0.9,5
CC(C)(C)c1ccc(C(=O)NC(=O)COC(=O)c2ccc(Br)o2)cc1,19,0,0,11,-14,-4,-0.6,-0.2,-8
Cc1ccnc(NC(=O)Nc2ccc3c(c2)OCO3)c1,15,-5,0,5,-2,-3,0.1,-0.7,3
O=C(Nc1ccc(N2CCOCC2)nc1)c1ccccc1Cl,10,-2,4,-9,13,-5,-0.5,-0.5,10
O=[N+]([O-])c1ccc2c(c1)nc1n2CCN(CC2CCCO2)C1 (stereo not drawn),-4,12,-2,4,1,-4,1.6,0.3,16
COc1ccc(/C=C/C(=O)N2CCN(S(=O)(=O)c3ccccc3Br)CC2)cc1OC,-7,13,12,3,-24,-2,0.8,-0.4,3
CNC(=O)c1cc2cc(OC)ccc2oc1=O,4,-2,4,9,-15,-4,.,-0.2,6
O=C(NCc1cccs1)C1CCN(C(=O)NCc2ccccc2)CC1,-5,-9,2,11,-10,-2,-0.3,-0.5,-13
Cc1ccnc(-n2c(C)cc(C=O)c2C)c1,-12,-14,-3,6,-3,-4,0.1,-0.5,-4
COc1ccccc1C(=O)NCC(=O)N1CCN(C/C=C/c2ccccc2)CC1,0,-4,3,-25,-3,-3,0.3,-0.2,7
Cc1ccc(C(=O)OCC(=O)Nc2ccc(F)c(Cl)c2)o1,6,4,1,-5,17,-5,0.1,-0.2,16
CCCCN(CCCC)CCNC(=O)CNC(=O)c1cccs1,-5,-9,-2,-13,-2,2,-0.4,-0.2,-4
CCn1c(N2CCN(S(=O)(=O)c3ccc(Cl)cc3)CC2)nc2ccccc21,-1,26,-13,11,6,1,-0.7,0.3,-4
COc1ccc(Nc2cc(Cl)nc(N)n2)cc1OC,11,-2,-2,7,6,-2,2.8,0.3,-6
COc1cccc(CNC(=O)CNC(=O)N2CC(=O)Nc3ccccc32)c1,5,-4,-1,21,-9,0,-0.2,-0.2,-4
CS(=O)(=O)N(Cc1ccc(Cl)cc1)c1ccc(C(=O)NCC2CCCO2)cc1 (stereo not drawn),-2,0,-5,0,-5,-8,1.0,-0.7,10

The listing continues:
SMILES,CendR NRP1 mod,FAS TE block,MT1-MMP act inh,SKN-1 block,eLon inh,bovine MsrA act,MsrA inhibitor,Tb MetRS inh,PABP1 MLLE inh
S=C(Nc1cc(Cl)cc(Cl)c1)N1CCN(c2ccccn2)CC1,-1,1,1,2,0,-2,0.1,0.6,-91
Cn1c(=O)cc(SCC(=O)NCCCN2CCOCC2)c2ccc(Cl)cc21,6,-4,-1,-15,-2,-7,1.3,-0.3,-1
CCc1csc(CCNC(=O)C2CCC(=O)N(CCOC)C2)n1 (stereo not drawn),9,-10,1,16,-6,-4,-1.3,0.6,0
COc1cc(/C=N/Nc2cccc(C)c2)cc(Br)c1O,-9,17,2,-2,0,-5,3.1,-0.8,14
CCCN(CC(=O)Nc1ccc(C(C)=O)cc1)CC(=O)Nc1ccccc1C,8,8,-2,1,-5,-2,-0.5,-0.1,-21
COc1cc(OC)c2ccc(=O)oc2c1C(CC(=O)N1CCCC1)c1ccc(N(C)C)cc1 (stereo not drawn),2,-7,-2,-1,-2,-3,1.9,-0.2,-5
O=C(NCC(=O)N1CCN(c2ccccc2)CC1)c1ccco1,27*,-3,1,4,-2,-4,-1.3,-0.1,-15
O=C(NCCN1CCOCC1)c1ccc2c(c1)N(Cc1ccc(F)cc1)C(=O)c1ccccc1S2(=O)=O,10,-1,-1,-5,3,-5,0.0,0.0,-7
CC(=O)NC(Cc1ccccc1)C(=O)NC(Cc1ccccc1)C(=O)O (stereo not drawn),-10,-2,0,11,-1,-2,-0.4,-0.8,11

No enrichment for hits; overall some 4% were active at least once.
